tim10-1 inh – growth inhibitors of tim10-1 mutant yeast, primary screen, luminescence, uHTS. AID 463190, 2010. 2.2% of 330,000 active. S. cerevisiae tim10-1 ts strain growth, BacTiter-Glo, 24 h. inhibition, % at 20 µM;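 active = inhibition of at least 40%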;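 note: mutant grown at 25 °C; 0% = DMSO wells with yeast and 100% = wells holding no yeast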
Mdm2-MdmX inh – inhibitors of human Mdm2-MdmX association, primary screen, cell-based, luminescence, split luciferase, SaOS-2, uHTS; 3% of 330,000 active; Protein Mdm4 (Homo sapiens) + E3 ubiquitin-protein ligase Mdm2 (Homo sapiens), …; SaOS-2 split-luciferase Mdm2/MdmX complementation; inhibition, % at 8 µM; AID 485346, 2010;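 active = inhibition of at least 50% at 8 µM in the primary screen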
Target sequence (O15151 whole entry, looked up): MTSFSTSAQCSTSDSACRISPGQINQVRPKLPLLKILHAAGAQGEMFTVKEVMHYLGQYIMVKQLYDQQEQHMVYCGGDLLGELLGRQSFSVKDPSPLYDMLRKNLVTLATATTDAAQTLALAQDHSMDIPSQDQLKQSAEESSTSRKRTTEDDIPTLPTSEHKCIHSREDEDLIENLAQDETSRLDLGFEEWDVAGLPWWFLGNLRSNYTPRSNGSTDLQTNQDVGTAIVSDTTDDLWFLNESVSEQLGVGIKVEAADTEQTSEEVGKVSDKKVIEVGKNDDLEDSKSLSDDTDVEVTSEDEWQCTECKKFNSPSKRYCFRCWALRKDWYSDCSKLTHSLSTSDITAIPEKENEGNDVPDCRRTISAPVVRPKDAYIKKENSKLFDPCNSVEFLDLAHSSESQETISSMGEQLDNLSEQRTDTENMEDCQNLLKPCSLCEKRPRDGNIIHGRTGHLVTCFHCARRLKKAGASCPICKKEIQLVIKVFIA
Target sequence (Q00987 whole entry, looked up): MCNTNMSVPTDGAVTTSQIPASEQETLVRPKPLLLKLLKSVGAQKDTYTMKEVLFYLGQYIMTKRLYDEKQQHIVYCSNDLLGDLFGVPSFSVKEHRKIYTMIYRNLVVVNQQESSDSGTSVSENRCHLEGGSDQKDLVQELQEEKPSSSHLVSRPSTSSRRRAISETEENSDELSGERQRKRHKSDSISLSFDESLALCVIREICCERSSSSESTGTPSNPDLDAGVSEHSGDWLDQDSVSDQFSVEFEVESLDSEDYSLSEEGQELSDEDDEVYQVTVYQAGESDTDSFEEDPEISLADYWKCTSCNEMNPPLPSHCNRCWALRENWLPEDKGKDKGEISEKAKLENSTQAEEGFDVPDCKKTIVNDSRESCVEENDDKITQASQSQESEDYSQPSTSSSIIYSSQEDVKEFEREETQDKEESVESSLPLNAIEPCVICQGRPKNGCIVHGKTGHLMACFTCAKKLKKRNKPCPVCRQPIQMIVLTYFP
UPR XBP1 act – activators of adaptive XBP1 UPR arm, primary screen, cell-based, CHO-XBP1 luciferase reporter, luminescence, uHTS; activation, % at 20 µM; 0.33% of 330,000 active; IRE1-XBP1 UPR activation; percent of tunicamycin response, DMSO as zero;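 active = versus positive control, 20 µM dose yields 30% or more activation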;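 note: 100% = tunicamycin at 10 µg/mL and 0% = DMSO only wells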
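Material: CHO cell line with stable XBP1 luciferase reporter; schedule: 16-18 h cell attachment at 37 °C, then 6 h compound exposure; signal: glow luminescence from Steady-Glo reagent; medium: serum-containing F12 medium, 10% FBS; benchmarks: tunicamycin 10 µg/mL and vehicle-only wells; read-out: percent activation relative to tunicamycin reference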
697 NFkB inh – inhibitors of PMA/ionomycin-induced NF-kB reporter, 697 cells, primary screen, B-cell NF-kB inhibitor project, cell-based, luminescence, uHTS | inhibition, % at 4 µM | AID 435022, 2010 | 0.33% of 330,000 active | 697 B-cell NF-kB luciferase reporter, 16 h; in the data active = inhibition above about 35%
TIM10 inh – growth inhibitors of isogenic TIM10 control yeast, primary screen, counter-screen for tim10-1 yeast inhibitor project, luminescence, uHTS; 1.4% of 330,000 active; inhibition, % at 10 µM; S. cerevisiae TIM10 strain growth, BacTiter-Glo luminescence, 24 h;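 active = inhibition of 40% or more at the single tested concentration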;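 note: wild-type TIM10 isogenic control strain grown at permissive 25 °C; 0% = DMSO yeast wells and 100% = minimal medium wells without yeast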
Jurkat NFkB inh – inhibitors of induced NF-kB luciferase reporter, primary screen, TCR NF-kB activation inhibitor project, cell-based, luminescence, uHTS. Jurkat, PMA/ionomycin-induced NF-kB luciferase reporter. inhibition, % at 4 µM. 0.53% of 330,000 active. AID 435003, 2010; in the data active = inhibition above about 50%
UPR CHOP act – activators of apoptotic CHOP UPR arm, primary screen, cell-based, CHO-CHOP luciferase reporter, luminescence, uHTS; activation, % at 10 µM; UPR activation; percent of tunicamycin response over DMSO baseline; 0.34% of 330,000 active;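 active = at 10 µM dose, activation of 40% or more, normalized to positive control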;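 note: 100% = tunicamycin at 10 µg/mL and 0% = DMSO alone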
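Test system: CHO CHOP reporter cells. Input: 500 CHO-CHOP cells per well. Medium: F12 with 10% FBS. Technique: luciferase luminescence. Measure: percent activation relative to tunicamycin control. Dosing: 10 µM compound, 0.5% DMSO. Timing: 16-18 h cell attachment, then 6 h compound exposure, 37 °C.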
tim23-1 inh – growth inhibitors of tim23-1 mutant yeast, primary screen, luminescence, uHTS; S. cerevisiae tim23-1 growth, BacTiter-Glo luminescence, 24 h; 1.3% of 330,000 active; inhibition, % at 20 µM;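 active = growth inhibition of the mutant yeast at or above 50%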;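 note: temperature-sensitive mutant grown at 25 °C; plate controls were DMSO-treated mutant yeast for no effect and medium wells lacking yeast for full effect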
Starred values were filed as active, the others as inactive; nt = not tested or not shown.

SMILES	tim10-1 inh	Mdm2-MdmX inh	UPR XBP1 act	697 NFkB inh	TIM10 inh	Jurkat NFkB inh	UPR CHOP act	tim23-1 inh
Cc1nn(Cc2ccccc2)c(C)c1C(=O)NCCN1C(=O)S/C(=C\c2ccccc2)C1=O	19	-6	-3	4	4	-1	0.9	16
CCN(C(=O)CCc1nnc2ccc(NCc3ccco3)nn12)c1ccccc1	1	18	-7	-33	-15	10	3.2	-7
O=C(CCN1C(=O)c2ccccc2C1=O)Nc1ccc(F)cc1	7	2	0	3	6	12	-0.5	0
c1ccc(-c2csc3nnc(SCc4ccc5c(c4)OCO5)n23)cc1	22	-8	4	-8	7	0	3.1	35
CC1=C(C(=O)NCCN2CCOCC2)C2(CCC(C)CC2)OC1=O (centres undefined)	-12	-17	-2	8	-3	-5	-1.1	5
O=C(CCNS(=O)(=O)c1ccc(Cl)cc1)N1CCC2(O)CCCCC2C1 (centres undefined)	-15	12	-7	-1	5	-15	0.4	-4
CCOC(=O)COn1c(=O)c(C)[n+]([O-])c2ccccc21	-6	-21	-2	7	-2	-1	1.8	0
CCCC(C(=O)NC1CCCCC1)N(CC1CCCO1)C(=O)CNS(=O)(=O)c1ccc(F)cc1 (centres undefined)	0	8	-3	-1	2	-14	-0.5	-4
CNC(=S)NNC(=O)CNc1ccc(C)c(Cl)c1	13	18	-4	-24	17	-6	0.3	22
COc1cccc(/C=N/NC(=O)c2ccc(OCc3cccc(Br)c3)cc2)c1	-4	3	-1	7	27	-12	1.2	-3
COc1ccc(Cn2ccnc2CO)cc1[N+](=O)[O-]	-16	0	1	20	5	-2	-0.4	2
COc1ccc(O)c(C2=Nc3ccccc3N=C(c3ccccc3)C2)c1	11	19	4	-3	11	5	-0.5	-1
COc1ccc(S(=O)(=O)N2CCC(C(=O)NCCC(=O)NCc3ccncc3)CC2)cc1	-1	20	-1	3	-6	3	0.3	-17
CCN(CC)CC(=O)NN=C(c1ccccc1)c1ccccc1	11	-2	3	16	5	0	2.4	14
O=Nc1c(O)n(Cc2ccccc2)c2ccccc12	9	23	-3	7	9	2	0.6	17
COc1ccc(C2CC(c3ccc(OC)cc3)n3nc(N)nc3N2)cc1 (centres undefined)	14	14	0	-6	7	-15	0.7	7
Cc1nn(Cc2ccccc2)c(C)c1NC(=O)c1cc(-c2ccc3c(c2)OCO3)on1	7	28	1	-5	17	20	0.7	-2
COc1ccc(C(=O)Nc2nc(-c3ccc([N+](=O)[O-])cc3)c(-c3ccc(OC)cc3)s2)cc1	8	-5	3	15	3	0	4.0	12
O=C(CCCC(=O)N(c1ccc2c(c1)OCCO2)C(C(=O)NC1CCCCC1)c1ccc(Cl)cc1)Nc1ccccn1 (centres undefined)	2	14	-2	9	1	22	-1.3	-9
Cc1c(C=O)c2ccccc2n1CCOc1ccccc1F	12	31	-4	-29	15	28	-0.6	19

Some of the entries so far, as a markdown table.
| compound | tim10-1 inh | Mdm2-MdmX inh | UPR XBP1 act | 697 NFkB inh | TIM10 inh | Jurkat NFkB inh | UPR CHOP act | tim23-1 inh |
| --- | --- | --- | --- | --- | --- | --- | --- | --- |
| CCN(CC)CC(=O)NN=C(c1ccccc1)c1ccccc1 | 11 | -2 | 3 | 16 | 5 | 0 | 2.4 | 14 |
| O=Nc1c(O)n(Cc2ccccc2)c2ccccc12 | 9 | 23 | -3 | 7 | 9 | 2 | 0.6 | 17 |
| COc1ccc(C2CC(c3ccc(OC)cc3)n3nc(N)nc3N2)cc1 (centres undefined) | 14 | 14 | 0 | -6 | 7 | -15 | 0.7 | 7 |
| Cc1nn(Cc2ccccc2)c(C)c1NC(=O)c1cc(-c2ccc3c(c2)OCO3)on1 | 7 | 28 | 1 | -5 | 17 | 20 | 0.7 | -2 |
| COc1ccc(C(=O)Nc2nc(-c3ccc([N+](=O)[O-])cc3)c(-c3ccc(OC)cc3)s2)cc1 | 8 | -5 | 3 | 15 | 3 | 0 | 4.0 | 12 |
| O=C(CCCC(=O)N(c1ccc2c(c1)OCCO2)C(C(=O)NC1CCCCC1)c1ccc(Cl)cc1)Nc1ccccn1 (centres undefined) | 2 | 14 | -2 | 9 | 1 | 22 | -1.3 | -9 |
| Cc1c(C=O)c2ccccc2n1CCOc1ccccc1F | 12 | 31 | -4 | -29 | 15 | 28 | -0.6 | 19 |

Remaining list, next part:
SMILES	tim10-1 inh	Mdm2-MdmX inh	UPR XBP1 act	697 NFkB inh	TIM10 inh	Jurkat NFkB inh	UPR CHOP act	tim23-1 inh
CC1CN(C(C)C(=O)NC(c2ccccc2)c2ccccc2)CC(C)O1 (centres undefined)	19	12	-1	-5	-5	-18	0.0	12
CN(CC(=O)Nc1ccccc1C(=O)N1CCCC1)S(=O)(=O)c1ccc(Br)cc1	19	8	0	11	5	0	2.0	5
Cc1ccc(NC(=O)CSc2nnnn2C2CCCC2)cc1S(=O)(=O)N1CCOCC1	7	-23	-3	-12	6	-11	2.0	16
CCOC(=O)N1CCC(NC(=O)C2CCN(c3nc(-c4ccc(OC)cc4)no3)CC2)CC1	9	39	-1	6	4	39	3.0	-19
COc1ccc(-c2cn(Cc3ccc(C(N)=O)cc3)c(-c3ccncc3)n2)cc1	8	-107	6	-86	4	-85	5.5	0
CC1CN(C(=O)Cn2cnc3c2c(=O)n(C)c(=O)n3C)CC(C)O1 (centres undefined)	12	-18	-2	11	2	2	0.2	5
CCCCCCc1cc2cc(C(=O)Nc3cccc(OC)c3)c(=O)oc2cc1O	16	95*	11	-17	-21	6	4.2	9
COc1ccc(CNC2CC(C)N(C)CC2C)cc1OC (centres undefined)	8	14	-4	18	-4	-16	2.2	7
CC(=O)NC(CC(=O)OCC(=O)c1ccc(NC(=O)CC(C)C)cc1)c1ccccc1 (centres undefined)	-2	1	0	18	-2	5	-1.2	7
COc1cccc(NC(=O)CN(C)C(=O)CCN2C(=O)C3CC=CCC3C2=O)c1 (centres undefined)	-11	13	-1	8	-4	-9	0.5	-7
COc1ccc(NS(=O)(=O)c2ccc(O)c(NS(=O)(=O)c3ccc(NC(C)=O)cc3)c2)cc1	-12	7	-1	3	8	-5	-1.3	-3
COc1ccc(-n2c(C)cc(C(=O)Cn3nnc4ccccc4c3=O)c2C)cc1	-5	-10	-3	-22	7	-10	2.2	11
CCCC1CCC(C2=N/C(=C\c3ccc(OC)c(OC)c3)C(=O)O2)CC1 (centres undefined)	32	0	1	27	23	14	0.1	15
CC1C2=C(CC(C)(C)CC2=O)NC2=C1C(=O)CC(C)(C)C2	5	4	0	-11	11	-4	-0.6	14
O=C(CN1C(=O)S/C(=C/c2cccs2)C1=O)N1CCCC1	-10	4	-1	6	3	-6	1.8	-14
Cc1ccc(S(=O)(=O)N2CCOCC2)cc1NC(=O)COC(=O)CCOc1ccc(C(C)(C)C)cc1	24	14	-2	6	11	11	-0.2	21
COc1cc(S(=O)(=O)Nc2ncn[nH]2)ccc1Cl	-13	8	2	21	-9	-4	1.5	7
O=C(NCc1cccnc1)C12CC3CC(CC(C3)C1)C2	8	4	2	-1	-3	1	-0.6	15
Cc1cccc(Nc2nc(N)nc(CN3CCN(Cc4ccc5c(c4)OCO5)CC3)n2)c1	7	15	4	8	12	4	0.1	4
O=C(NC1CCCCC1)N1CCCC(c2nc(-c3ccc(S(=O)(=O)N4CCCC4)cc3)no2)C1 (centres undefined)	13	-2	-2	-16	-9	12	1.0	-11
Cc1cc(C(=O)NC2Cc3ccccc3C2)c(C)o1	6	-92	-1	-78	-27	-65	4.1	24
COC(=O)c1[nH]c2ccccc2c1NC(=O)C(C)N1CCN(C(=O)c2ccco2)CC1 (centres undefined)	15	-11	-2	14	12	-2	-3.2	12
Cn1ncc(C#N)c1/N=C/N1CCCC1	-3	11	-3	-10	13	1	-1.3	9
CC(CC(=O)Nc1ccc2c(c1)OCO2)c1ccccc1 (centres undefined)	11	2	4	-12	13	-11	4.7	6
CC1CC(C(=O)Nc2ccccc2)C(=O)O1 (centres undefined)	-12	16	-2	-11	3	-15	-0.6	-3
CCOC(=O)CN1C(=O)S/C(=C/c2ccco2)C1=O	0	8	-3	11	-4	8	2.0	4
O=[N+]([O-])c1nn(-c2ccccc2)[n+]([O-])c1N1CCN(c2ccccc2F)CC1	8	-8	-2	-8	14	1	-1.5	9
Cc1cc(C)c(-c2cc(NC(=O)CSc3nncn3C)n(-c3ccccc3)n2)cc1C	3	30	-2	16	-3	9	-2.4	-4
Cc1ccc(CNC(=O)CCn2ccc3cc(S(=O)(=O)N4CCCC4)ccc32)cc1	5	12	-2	21	5	16	0.7	13
COc1ccc(/C=C2/Sc3ccc(C(=O)NCCN4CCCCCC4)cc3NC2=O)cc1	26	100*	18	-3	5	2	16	32
CCOc1ccccc1C(=O)NC1CCN(Cc2ccccc2)CC1	-9	-14	-4	-16	1	-15	-0.9	-11
COCCNC(=O)CN(C(=O)CCC(=O)Nc1nccs1)c1ccccc1OC	-11	8	-2	9	-5	10	-0.2	2
C/C(CC(=O)Nc1cccc(C(F)(F)F)c1)=N\NC(=O)C1CCCCC1	15	20	-3	5	17	3	0.6	21
C#CCN1C=C(C(=O)OCC)C(C)NS1(=O)=O (centres undefined)	5	25	4	-1	-14	nt	1.1	25
CN(CC(=O)Nc1ccc(OC(F)(F)F)cc1)C(=O)c1ccc(N2CCCC2=O)cc1	-3	-9	-2	-32	-4	23	0.5	10
COc1ccccc1-c1nc(SCC(=O)Nc2cc(C)on2)c2c(=O)n(C)c(=O)n(C)c2n1	-8	13	7	-3	-25	15	0.5	-24
COc1cccc(-c2cc(C(=O)Nc3ccc(OC)c(OC)c3)no2)c1	-9	-26	1	27	-18	-6	1.1	3
OC(CNCCc1ccc(Cl)cc1)COCc1ccco1 (centres undefined)	-7	26	2	-5	-8	-6	1.1	0
CCn1c(N2CCN(C(=O)NC3CCCCC3)CC2)nc2ccccc21	20	2	0	11	-4	6	3.3	-20
COc1ccc(NC(=O)NNC(=O)COc2ccc([N+](=O)[O-])c(C)c2)cc1OC	-11	8	-1	-3	-1	2	1.7	-11
COc1cc(-c2csc(N3CCOCC3)n2)cc(OC)c1OC	14	15	4	19	6	4	0.8	20
Cn1cnnc1SCC(=O)Nc1ccc2ccccc2c1	-14	8	0	1	5	-2	0.5	-13
COc1ccccc1C(=O)Nc1ccc2c(c1)CN(Cc1cnc(C)s1)CC2	7	-6	1	-12	7	0	2.1	1
COC(=O)c1ccc(S(=O)(=O)N2CCC(C(N)=O)CC2)n1C	7	-15	-1	16	18	10	0.9	17
COc1ccc(Cl)cc1NS(=O)(=O)c1ccc(OC)c(OC)c1	36	0	1	5	-3	3	-0.3	19
O=C(Nc1ccc2c(c1)OCO2)N1CCN(c2ncc(C(F)(F)F)cc2Cl)CC1	6	23	-2	-49	7	6	2.4	12
COc1ccc(NC(=O)Nc2ccc3c(c2)C(=O)N([C@H](C)CO)C[C@H](C)[C@@H](CN(C)C(=O)NC2CCCCC2)O3)cc1	1	18	-3	4	-1	8	-1.1	-7
Nc1ncn(C(=O)c2ccco2)n1	14	6	-1	10	-13	-3	-1.4	3
Cc1ccc(C(C(=O)NC2CCCCC2)N(Cc2cccnc2)C(=O)C2COc3ccccc3O2)o1 (centres undefined)	21	-6	-1	-14	24	3	0.7	26
O=C(N/N=C/c1cccnc1)c1cc(-c2ccc(Cl)cc2)nc2ccccc12	18	14	-1	-7	16	4	0.8	37
CC(OC(=O)CCCN=C1NS(=O)(=O)c2ccccc21)C(=O)Nc1ccccc1F (centres undefined)	-1	2	-1	25	8	-14	9.3	-7

Bioassay records from PubChem BioAssay.
